# Source: PubChem BioAssay
# Cardiac RTF inh = cardiac RTF calcium sensitivity inhibitors, primary screen, biochemical, IANBD-TnC fluorescence, EC70 calcium. Troponin I, cardiac muscle (Homo sapiens) + Troponin T, cardiac muscle (Homo sapiens) + …. IANBD-labeled cardiac RTF, Ca2+ fluorescence. inhibition, % at 7.15 µM. actives 0.12% (n = 340,000). AID 493244, 2011;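 active means inhibition above the mean inhibition of all tested compounds plus 3 SD, cut at about 17% in these data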;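 further: assay run at fixed EC70 calcium of 1.6 mM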
# DAGLB inh = DAGLB lipase inhibitors, primary screen, biochemical, fluorescence, HTS | HEK293T DAGLB membrane lysate, EnzChek fluorogenic substrate | actives 0.059% (n = 340,000) | AID 504411, 2011 | inhibition, % at 5.17 µM; in the data active means inhibition above about 34%;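 further: 0% = enzyme with vehicle and 100% = wells lacking enzyme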
# PKA-R2B activ = activators of PKA-R2B holoenzyme, primary screen, biochemical, fluorescence polarization, Cy5-IP20, human; cAMP-dependent protein kinase catalytic subunit beta (Homo sapiens) + cAMP-dependent …; PKA-R2B holoenzyme dissociation; R2B truncated from residue 108, S112A mutant; 0% DMSO only, 100% 113 µM cGMP; activation, % at 11.4 µM; actives 0.079% (n = 340,000); AID 504700, 2011;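 active means activation above a cutoff set at the mean over all compounds plus 3 SD, cut at about 18% in these data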;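 further: higher means more holoenzyme dissociation and a rise in polarization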
# Rtt109 Vps75 = inhibitors of C. albicans Rtt109/Vps75 HAT, primary screen, biochemical, ThioGlo CoA-SH fluorescence, plate reader; actives 0.16% (n = 330,000); Histone acetyltransferase RTT109 (Candida albicans (strain SC5314 / ATCC MYA-2876)), …; purified Rtt109/Vps75, 4 h; inhibition, % at 34.9 µM;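 active means inhibition of at least 50% in every replicate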
# Target sequence (Q5AAJ8 whole entry, looked up): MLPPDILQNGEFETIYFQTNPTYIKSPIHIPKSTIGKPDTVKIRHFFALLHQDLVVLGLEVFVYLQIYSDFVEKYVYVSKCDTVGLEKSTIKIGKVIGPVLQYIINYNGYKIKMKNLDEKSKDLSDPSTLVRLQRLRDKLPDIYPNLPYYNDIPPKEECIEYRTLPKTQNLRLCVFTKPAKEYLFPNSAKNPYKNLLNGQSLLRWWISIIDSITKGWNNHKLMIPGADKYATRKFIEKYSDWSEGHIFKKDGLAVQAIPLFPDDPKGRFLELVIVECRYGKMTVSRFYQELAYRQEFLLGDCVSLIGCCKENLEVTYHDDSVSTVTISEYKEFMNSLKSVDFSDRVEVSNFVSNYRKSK
# C-LANA FP = inhibitors of KSHV C-LANA binding to DNA, primary screen, biochemical, fluorescence polarization, FAM-LBS DNA, MBP-C-LANA, single point; inhibition, % at 9 µM; actives 0.078% (n = 340,000); Kaposi's sarcoma herpesvirus LANA C-terminal domain (residues 932-1162) DNA binding;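 active means highest replicate inhibition at or above 60% at 9 µM, even if other replicates fall short; inactive means all replicates below 60% inhibition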;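 further: 0% = neutral control wells and 100% = 4 µM acridine orange control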
# cardiac RTF act = cardiac RTF calcium sensitivity activators, primary screen, biochemical, IANBD-TnC fluorescence, EC20 calcium; Troponin I, cardiac muscle (Homo sapiens) + Troponin T, cardiac muscle (Homo sapiens) + …; IANBD-labeled TnC RTF fluorescence at EC20 calcium; 0% EC20 calcium, 100% full calcium; activation, % at 7.2 µM; actives 0.24% (n = 340,000); AID 493008, 2010;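 active means activation above the mean over all tested compounds plus 3 SD, cut at about 30% in these data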;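 further: rise in fluorescence read as greater calcium sensitivity of cardiac thin filaments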
# CAL PDZ FP-1 = untagged CAL PDZ binding inhibitors, primary screen, biochemical, fluorescence polarization, HTS | inhibition, % at 24.9 µM | Golgi-associated PDZ and coiled-coil motif-containing protein (Homo sapiens), Q9HD26 | actives 0.92% (n = 300,000) | purified CAL PDZ, TMR-peptide fluorescence polarization, 1 h | AID 602252, 2012;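 active means mean inhibition of at least 30% with at least half of replicates also reaching 30%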;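 further: 0% = DMSO neutral control and 100% = excess unlabeled competitor peptide PRC23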
# Keap1 Nrf2 FP = Keap1-Nrf2 protein-protein interaction inhibitors, primary screen, biochemical, fluorescence polarization, single point; actives 0.15% (n = 340,000); Keap1 Kelch-Nrf2 peptide fluorescence polarization, 1536-well; AID 504523, 2011; Kelch-like ECH-associated protein 1 (Homo sapiens), Q14145; inhibition, % at 9.4 µM; in the data active means inhibition above about 12%;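 further: human Keap1 Kelch domain with fluorescein labeled Nrf2 9mer peptide probe; 0% = neutral control wells and 100% = peptide positive control; higher means more block of Keap1 binding to Nrf2 peptide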
# Target sequence (Q14145 whole entry, looked up, the tested form may be a part): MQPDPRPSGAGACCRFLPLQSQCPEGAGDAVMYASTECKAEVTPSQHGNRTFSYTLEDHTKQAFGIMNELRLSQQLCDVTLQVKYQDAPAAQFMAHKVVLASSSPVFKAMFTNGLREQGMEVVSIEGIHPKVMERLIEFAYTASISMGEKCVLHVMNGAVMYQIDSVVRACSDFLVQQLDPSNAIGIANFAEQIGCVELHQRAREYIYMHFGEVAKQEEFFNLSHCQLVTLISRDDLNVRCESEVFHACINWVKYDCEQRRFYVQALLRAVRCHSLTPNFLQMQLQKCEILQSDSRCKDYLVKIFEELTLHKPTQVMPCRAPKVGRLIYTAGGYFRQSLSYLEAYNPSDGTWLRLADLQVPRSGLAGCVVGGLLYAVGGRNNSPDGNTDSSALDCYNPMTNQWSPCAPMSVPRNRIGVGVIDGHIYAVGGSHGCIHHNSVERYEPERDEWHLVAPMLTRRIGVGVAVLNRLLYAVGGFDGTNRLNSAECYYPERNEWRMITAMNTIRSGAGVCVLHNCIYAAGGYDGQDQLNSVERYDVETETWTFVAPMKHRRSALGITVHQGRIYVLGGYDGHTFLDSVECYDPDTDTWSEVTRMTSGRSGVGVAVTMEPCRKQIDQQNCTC
# CAL PDZ FP-2 = CAL PDZ peptide-binding inhibitors, primary screen, biochemical, fluorescence polarization, Cer-tagged CAL PDZ, HTS. Golgi-associated PDZ and coiled-coil motif-containing protein (Homo sapiens), Q9HD26. purified CAL PDZ, TMR-peptide fluorescence polarization, 1 h. inhibition, % at 20 µM. actives 0.02% (n = 330,000). AID 504414, 2011;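 active means highest replicate inhibition of at least 40%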;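 further: plate controls were DMSO neutral control wells for no effect and unlabeled competitor peptide control wells for full effect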
#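 Control set: unlabelled peptide and DMSO controls / Material: purified CerCALP PDZ construct / Timing: 1 h incubation at room temperature before polarization reading / Doses: 20 µM, one dose / Detection: fluorescence polarization (mP)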
# SR-BI DiI-HDL act = activators of SR-BI mediated DiI-HDL uptake, primary screen, ldlA[mSR-BI] CHO cells, DiI fluorescence | 3 h; 100 = double the neutral-control signal | activation, % at 12.5 µM | actives 0.096% (n = 320,000) | AID 504775, 2011;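 active means mean replicate activation of at least 60% and every replicate at or above 60%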;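 further: 0% = median plate neutral-control signal and 100% = twice that signal; values of inactives mirror those of a sister screen read the other way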
#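 Test system: SR-BI-overexpressing, LDLR-lacking CHO cells; Medium: Ham's F12 with 0.5% BSA, HEPES 25 mM, pH 7.4; Schedule: 3 h, 37 °C; Technique: bottom-read fluorescence, 550/595 nm.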
# Active calls of the source: *; / = no result given.
# Start of the listing, in advance, nine compounds:
SMILES,Cardiac RTF inh,DAGLB inh,PKA-R2B activ,Rtt109 Vps75,C-LANA FP,cardiac RTF act,CAL PDZ FP-1,Keap1 Nrf2 FP,CAL PDZ FP-2,SR-BI DiI-HDL act
COc1ccc(N(CC(=O)N2CCN(C)CC2)S(=O)(=O)c2cc(C)ccc2OC)cc1Cl,-2,0,-11,-14,1.2,-5,-4,-1,-0.3,-30
O=C(NC1CCCCC1)c1cc(-c2cccc(Cl)c2)on1,-14,-2,-1,-16,0.7,-2,-2,3,-3.1,/
COCCCn1c(=O)c2sccc2n2c(CCCC(=O)N3CCN(c4ccccn4)CC3)nnc12,-1,0,5,-4,0.5,4,9,-2,-0.7,1
C=CCN(CC=C)C(=O)C1CCN(S(=O)(=O)c2ccc(-n3cnnn3)cc2)CC1,-9,-1,-7,4,-1.4,-4,-3,-1,-1.8,25
COCCn1ccc2c(OCC(=O)NCCc3ccccc3)cccc2c1=O,8,0,0,1,-0.2,1,-2,-2,-1.8,-7
CN1CCCN(Cc2nc(-c3ccc(Cl)cc3)no2)CC1,3,0,-8,5,-2.3,3,-4,-3,-1.2,2
O=C(NCCC(=O)N1CCN(C(=O)c2ccco2)CC1)c1ccccc1Cl,2,0,4,5,1.0,-4,/,3,0.4,20
CC(NC(=O)COC(=O)Cc1cccs1)c1ccc(F)cc1 (stereo not given),-18,-3,-8,2,-0.8,-2,2,-2,-2.2,-2
O=C1CCCc2nn(-c3ccccc3)nc21,0,1,-13,-6,-2.0,2,-2,-1,-0.2,4

# The list itself, previewed entries included:
SMILES,Cardiac RTF inh,DAGLB inh,PKA-R2B activ,Rtt109 Vps75,C-LANA FP,cardiac RTF act,CAL PDZ FP-1,Keap1 Nrf2 FP,CAL PDZ FP-2,SR-BI DiI-HDL act
COc1ccc(N(CC(=O)N2CCN(C)CC2)S(=O)(=O)c2cc(C)ccc2OC)cc1Cl,-2,0,-11,-14,1.2,-5,-4,-1,-0.3,-30
O=C(NC1CCCCC1)c1cc(-c2cccc(Cl)c2)on1,-14,-2,-1,-16,0.7,-2,-2,3,-3.1,/
COCCCn1c(=O)c2sccc2n2c(CCCC(=O)N3CCN(c4ccccn4)CC3)nnc12,-1,0,5,-4,0.5,4,9,-2,-0.7,1
C=CCN(CC=C)C(=O)C1CCN(S(=O)(=O)c2ccc(-n3cnnn3)cc2)CC1,-9,-1,-7,4,-1.4,-4,-3,-1,-1.8,25
COCCn1ccc2c(OCC(=O)NCCc3ccccc3)cccc2c1=O,8,0,0,1,-0.2,1,-2,-2,-1.8,-7
CN1CCCN(Cc2nc(-c3ccc(Cl)cc3)no2)CC1,3,0,-8,5,-2.3,3,-4,-3,-1.2,2
O=C(NCCC(=O)N1CCN(C(=O)c2ccco2)CC1)c1ccccc1Cl,2,0,4,5,1.0,-4,/,3,0.4,20
CC(NC(=O)COC(=O)Cc1cccs1)c1ccc(F)cc1 (stereo not given),-18,-3,-8,2,-0.8,-2,2,-2,-2.2,-2
O=C1CCCc2nn(-c3ccccc3)nc21,0,1,-13,-6,-2.0,2,-2,-1,-0.2,4
COc1cccc(-c2c(C#N)c(SC)nc3cc(C)nn23)c1,-1,-1,-7,6,0.1,3,-3,-2,0.6,-17
CCOC(=O)C(CCCOc1ccc(C)cc1)C(=O)OCC,1,-18,2,-7,0.0,-1,-2,1,-0.2,5
CCOC(=O)c1ccc(NC(=O)c2nc[nH]c2C(=O)NCCCNC(=O)c2[nH]cnc2C(=O)Nc2ccc(C(=O)OCC)cc2)cc1,-3,-1,9,1,1.1,-1,-6,-1,-0.2,30
COc1cc(C(c2c(O)cc(C)[nH]c2=O)c2c(O)cc(C)[nH]c2=O)ccc1O,1,0,1,11,-0.3,-2,-3,4,0.1,-15
CCOC(=O)c1cc(C(=O)Nc2ccc(S(=O)(=O)Nc3ccc(OC)cc3)cc2)nn1C,0,-4,-8,17,-1.6,-4,1,2,-1.7,-66
C=C(C)C(=O)N1CC2(CC(c3cccc(NC(=O)CCCCC)c3)=NO2)C[C@H]1C(N)=O (stereo not given in full),-8,-2,-17,0,-0.4,-5,-4,-1,-0.6,1
CCOC(CCNC(=O)c1cc(-c2cccs2)nc2ccccc12)OCC,-2,-6,-8,1,0.8,-2,0,-5,0.0,-4
CCOC(=O)c1ccc(-n2c(CN3CCN(CC)CC3)nc3ccc([N+](=O)[O-])cc3c2=O)cc1,-1,-1,4,8,-0.7,-2,0,-3,-0.9,/
COc1ccc(/C=C\C(=O)O[C@@H]2C(O)C(O[C@@H]3OC(C)[C@H](O[C@@H]4OCC(O[C@H]5O[C@H](CO)[C@@H](O)C(O)C5O)C(O)C4O)C(O)C3O)[C@H](OC(=O)[C@]34CCC(C)(C)C[C@@H]3C3=CCC5[C@@]6(C)CC(O)C(O[C@@H]7OC(CO)C(O)[C@H](O)[C@H]7O)[C@@](C)(C(=O)O)C6CC[C@@]5(C)[C@]3(CO)CC4)O[C@H]2C)cc1 (stereo not given in full),-12,6,0,9,-1.2,-1,-4,6,0.0,-37
O=C1CSC(=S)N1/N=C/c1c(F)cccc1F,7,0,3,-10,1.3,3,-7,-1,-1.9,-2
COc1cccc(OCc2nnc3n2N=C(c2ccccc2)C(CC(=O)O)S3)c1 (stereo not given),-5,2,-1,-10,2.6,-3,22,-1,-0.5,2
CCCS(=O)(=O)N1CCCC(C(=O)Oc2ccc(Cl)cc2)C1 (stereo not given),-5,-5,-5,-3,-0.6,5,0,-2,-5.0,27
O=C(CSc1nc2ccccc2o1)Nc1ccccc1N1CCCCCC1,7,-8,-5,3,-0.3,-2,6,-2,-2.3,-31
Cc1cc(S(=O)(=O)N2CCOCC2)ccc1OCC(=O)Nc1ccc(F)cc1F,-39,2,-2,-14,-0.1,-1,-12,-1,-2.5,/
COCCNC(=O)CCCn1c(=O)c2ccccc2n(CC(=O)NCCC2=CCCCC2)c1=O,-1,-4,-1,6,2.1,-5,-6,-1,-0.2,11
CC(=O)OCC(=O)C1(O)CCC2C3CC(F)C4=CC(=O)CCC4(C)C3C(O)CC21C (stereo not given),6,-1,2,3,0.2,3,86*,-2,0.9,16
# Continuation:
SMILES,Cardiac RTF inh,DAGLB inh,PKA-R2B activ,Rtt109 Vps75,C-LANA FP,cardiac RTF act,CAL PDZ FP-1,Keap1 Nrf2 FP,CAL PDZ FP-2,SR-BI DiI-HDL act
CCN(c1cccc(C)c1)S(=O)(=O)c1ccc2c3c(cccc13)C(=O)N2,-6,-1,2,5,-4.9,-6,-2,3,0.0,-4
COc1ccccc1N1CCN(CCC(=O)Nc2ccc(F)cc2)CC1,7,-3,-5,-2,1.1,-4,/,-5,-0.8,-2
CSc1nc(C)cc(OCCO)n1,-5,2,-3,-9,1.4,-5,-1,4,-2.1,19
Cc1noc(C)c1S(=O)(=O)N(CC(=O)NCc1ccccc1)c1ccc(C(C)C)cc1,0,-7,-8,15,0.9,0,/,-5,0.0,5
Cn1nnc(NC(=S)NC(=O)c2cccs2)n1,-13,0,0,-3,-0.2,-8,3,5,-0.4,7
Cc1c(N)cc(C(=O)N2CCOCC2)cc1[N+](=O)[O-],2,-2,-13,-3,0.5,-2,-2,2,-0.4,31
CCOC(=O)Cc1csc(NS(=O)(=O)c2ccc(Br)cc2)n1,1,2,-7,-1,-0.1,5,2,-3,0.3,19
Cn1c(SCC(=O)NCCN2C(=O)CSC2=O)nc2ccccc2c1=O,-1,-1,-10,7,0.7,2,-1,-1,-4.1,5
COc1ccc(Cc2nc3ccccc3n2CC(=O)N/N=C/c2ccc(O)cc2)cc1OC,-10,2,-1,-6,0.4,2,-1,-1,-4.5,-38
O=C(NC1CCCC1)c1c[nH]c2ccc(F)cc2c1=O,-13,1,-26,-4,0.7,-6,-5,-4,-1.2,33
COc1cc(C=O)ccc1OCc1cccc(Br)c1,1,-6,-4,-3,-0.9,1,-3,-1,-0.4,/
Cc1ccc(-n2cc(-c3ccccc3)[nH]c2=O)cc1F,-9,-3,-4,8,0.3,-4,-4,-3,-0.3,-12
Cc1cc(C)cc(-n2ncc3c2CCCC3NC(=O)CCN2CCCC2=O)c1 (stereo not given),1,-1,6,2,0.1,2,1,-3,-1.7,/
Cc1nc(C(F)(F)F)c(C(=O)N=CN(C)C)s1,-7,1,10,-2,1.8,-3,5,-3,-0.8,3
Cc1ccc(S(=O)(=O)CCC(=O)OC(C)C(=O)c2c(C)[nH]c3ccccc23)cc1 (stereo not given),7,0,-2,10,-0.2,1,1,-3,-0.4,13
CCOC(=O)c1ccccc1NC(=O)Cc1ccc(S(=O)(=O)N2CCCC2)s1,-3,-3,-6,0,1.1,3,-2,-4,-0.8,-28
O=S(=O)(c1ccccc1)N(Cc1nc(-c2ccccc2)no1)C1CCCCC1,-2,-18,-13,-25,-0.1,2,-4,0,0.2,-35
COc1ccc(CCn2cnc(=O)c(C#N)c2C)cc1OC,-9,-2,0,3,-0.7,12,0,-7,-0.1,1
CC(C)(C)C(C(=O)O)N1CCS(=O)(=O)CC1 (stereo not given),-14,0,-6,-6,0.1,5,2,-4,-0.2,13
